Assay outcomes deposited in PubChem BioAssay by National Center for Advancing Translational Sciences (NCATS).
D3 ag – agonists of human D3 dopamine receptor; P35462; D3R DiscoveRx beta-arrestin cells, luminescence, 90 min; max activation, %; hit rate 0.58% among 410,000; AID 652048; in the data active = max activation above about 30%; note: 0% is about no effect; mostly tested at two doses, the higher about 12 µM
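Cells at 1500/well, incubated overnight, then treated with pinned compounds (dopamine as control) for 90 min at 37 degrees C. DiscoveRx reagent added for 30 - 60 minutes at room temperature; luminescence read.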
PTHR1 ag – PTHR1 (human) receptor agonism; Q03431; HEK293 GP2 PTHR1 cells, GloSensor cAMP luminescence, 1 h; Potency, µM (titrated, usually from 115 µM), for inactives: at the top dose activation, actives largely listed as activators; hit rate 0.075% among 410,000; note: potency is the fitted concentration of half-maximal effect; nearly all actives have a fitted effect of over 55% in size; some results filed as inactive show a strong effect at the top dose; inactives centre near -15; many of its hits are not listed in these tables
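HEK-293-derived GP2 cells expressing PTHR1 and a GloSensor cAMP reporter, 3,000/well, plated overnight, given luciferin plus IBMX (each 0.5 mM as added) for 1 h at 37 °C, then compound for 1 h at 37 °C. Luminescence was read after 15 min at room temperature.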
Akt phos inh – blocks phosphorylation of Akt | activity change, % for hits at 50 µM | hit rate 0.32% among 360,000 | Neuro2A IGF-stimulated pAkt S473 HTRF, 20 min; stronger effect = lower value; in the data active = activity change below about -80%; inconclusive = mostly about -51% to -80%; note: % is set by controls: 0 for no effect and ±100 for the full control effect
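Neuro2A cells in DMEM with 0.5% FBS, overnight at 37 deg C, given compound at single 50 µM final, then IGF (6 nM final) for 20 min at 37 deg C. Lysed; phospho-Akt Ser473 by HTRF after 24 h, 665/615 ratio.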
D3 antag – antagonists of human D3 dopamine receptor. P35462. D3R cells, DiscoveRx beta-arrestin luminescence, antagonist mode; stronger effect = lower value. max response, negative = inhibition, %. hit rate 2.5% among 360,000; in the data active = max response below about -50%; inconclusive = no clear call, values can overlap the other calls; note: % is set by controls: 0 for no effect and ±100 for the full control effect; mostly tested at two doses, the higher about 12 µM
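Cells plated overnight at 1500 cells/well, then exposed to library compounds with dopamine controls for 90 minutes at 37 degrees C. DiscoveRx reagent added for 30–60 minutes at room temperature; luminescence read, quantitative HTS format.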
EPAC2 antag – EPAC2 (human) antagonism; EPAC2 GEF exchange of Rap1B-BODIPY-GDP, fluorescence; Potency, µM (titrated, usually from 114 µM), inactives show at the highest dose activity, negative = inhibition, actives largely listed as inhibitors; hit rate 0.18% among 360,000; AID 720708; note: potency is the fitted concentration of half-maximal effect; % is set by controls: 0 for no effect and ±100 for the full control effect; nearly all actives have a fitted effect of over 45% in size; many of its hits are not listed in these tables
Target sequence (Q8WZA2 whole entry, looked up): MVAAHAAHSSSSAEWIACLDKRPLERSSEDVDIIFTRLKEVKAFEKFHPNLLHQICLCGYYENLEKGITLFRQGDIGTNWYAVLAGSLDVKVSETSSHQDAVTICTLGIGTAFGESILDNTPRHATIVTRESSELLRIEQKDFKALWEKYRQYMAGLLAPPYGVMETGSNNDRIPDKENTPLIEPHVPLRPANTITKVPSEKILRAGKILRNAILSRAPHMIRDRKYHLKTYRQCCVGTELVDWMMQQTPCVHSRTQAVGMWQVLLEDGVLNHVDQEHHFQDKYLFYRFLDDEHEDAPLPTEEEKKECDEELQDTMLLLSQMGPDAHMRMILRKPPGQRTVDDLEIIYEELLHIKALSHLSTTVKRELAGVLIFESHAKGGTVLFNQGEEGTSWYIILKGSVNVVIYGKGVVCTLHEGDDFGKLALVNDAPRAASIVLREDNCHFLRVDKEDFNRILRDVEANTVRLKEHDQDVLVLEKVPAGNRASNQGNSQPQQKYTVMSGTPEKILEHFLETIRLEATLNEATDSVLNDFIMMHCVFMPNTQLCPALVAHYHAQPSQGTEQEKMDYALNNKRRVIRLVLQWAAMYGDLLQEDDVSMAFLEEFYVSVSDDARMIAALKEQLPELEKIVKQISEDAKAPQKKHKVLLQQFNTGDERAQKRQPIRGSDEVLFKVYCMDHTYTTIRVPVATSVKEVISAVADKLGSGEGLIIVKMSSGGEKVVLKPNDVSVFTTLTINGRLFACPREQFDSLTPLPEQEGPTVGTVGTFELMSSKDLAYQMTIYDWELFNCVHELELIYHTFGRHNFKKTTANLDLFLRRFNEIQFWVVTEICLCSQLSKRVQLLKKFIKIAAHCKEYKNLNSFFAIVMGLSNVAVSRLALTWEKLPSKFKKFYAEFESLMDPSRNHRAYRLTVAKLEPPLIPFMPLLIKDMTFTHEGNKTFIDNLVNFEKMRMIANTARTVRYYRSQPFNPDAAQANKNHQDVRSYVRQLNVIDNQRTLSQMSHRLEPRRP
CCT chaperon mod – changes cytosolic chaperonin activity; purified chaperonin ATPase assay, HTRF ADP detection, 30 min; activity change, % (no concentration beside the values), hits read low; hit rate 0.3% among 360,000; in the data active = activity change below about -30%; note: % is set by controls: 0 for no effect and ±100 for the full control effect
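TRiC (40 or 20 nM final, by batch activity) in 30 mM Tris pH 7.4, 100 mM KCl, 5 mM MgCl2, 1 mM DTT was treated with compound at 76 uM single dose, then 10 uM ATP, 30 min at 37 °C. ADP was read by HTRF Transcreener.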
EPAC2 agonist – agonists of human EPAC2 (RAPGEF4); Q8WZA2; hit rate 0.079% among 360,000; EPAC2 activation, biochemical qHTS; response scale: 100% = 6.5 mM cAMP response; AID 720711; Potency, µM (series often up to 154 µM), for the others: at the top dose activation, usual class: activators; note: potency is the fitted concentration of half-maximal effect; nearly all actives have a fitted effect of over 50% in size
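Exchange assay: 100 nM EPAC2 with 250 nM Rap1B-BODIPY-GDP and 50 uM GDP. Fluorescence (ex 480/em 540 nm) read every 5 min for 30 min at room temperature. Data normalized to 6.5 mM cAMP as agonist control.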
Mm-Cpn inhibitor – inhibitors of Methanococcus maripaludis chaperonin (MmCpn). purified Mm-Cpn ATPase, ADP Transcreener TR-FRET. Potency, µM (top dose mostly 76.9 µM), inactives show at the highest dose activity, negative = inhibition, usual class: inhibitors. hit rate 0.031% among 330,000. AID 504842; note: potency is the fitted concentration of half-maximal effect; % is set by controls: 0 for no effect and ±100 for the full control effect; nearly all actives have a fitted effect of over 80% in size
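Purified archaeal Mm-CPN (25nM final) preincubated 10 min at 37degC with compound, then 10uM ATP for 30 min at 37degC; ADP measured by HTRF Transcreener TR-FRET; buffer 30 mM TRIS pH 7.4, 100mM KCl, 5mM MgCl2, 1mM DTT.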
An asterisk follows results filed as active; i = inactive; u = inconclusive; x = no result given; [ ] = remark or other dose. Unless noted, calls come from the whole dose curve; as a rule, active = well fitted curve in the direction sought with a large enough effect; inconclusive = small, poorly fitted or top-dose-only effect, or another doubt; inactive = no such curve, though single readings can be large; an effect the other way counts as inactive or inconclusive. An excerpt; the hit share may differ from the screen's.

SMILES	D3 ag	PTHR1 ag	Akt phos inh	D3 antag	EPAC2 antag	CCT chaperon mod	EPAC2 agonist	Mm-Cpn inhibitor
Cc1nnc2sc(SCC(=O)Nc3cccc(Cl)c3)nn2c1=O	-3	i	i	-18	-6%	-1.0	1%	-1%
COC(=O)[C@@H](NC(=O)NCc1ccccc1F)C(C)C	0	i	i	6	-3%	-2.4	8%	0%
COc1ccc2c(C)cc(SCC(=O)N3CCOCC3)nc2c1	-6	-17%	i	-19	2%	-1.4	23%	-4%
COc1ccccc1CNC(=O)CCCn1nc(C)c2c(C)n(-c3ccccc3)nc2c1=O	4	i	i	17	-8%	1.4	-1%	3%
[N-]=[N+]=NC(c1ccccc1)C(NC(=O)c1cc(C(F)(F)F)cc(C(F)(F)F)c1)c1ccccc1 (configuration not stated)	27	-77%[inhibitor]	i	158	40%[activator]	0.7	5%	x
O=c1n(Cc2ccccc2)c(O)c2n1Cc1ccccc1N=C2c1ccccc1	10	-24%	i	41	-1%	-40*	2%	x
COc1cc(/C=C/C(=O)O)cc(S(=O)(=O)NNC(=O)c2ccc3c(c2)OCO3)c1OC	4	-20%	i	27	-11%	-0.5	-6%	-2%
CC1=NC(C(F)(F)F)(C(F)(F)F)C(C#N)=C(C)N1	-3	-14%[57.5 µM]	i	-18	-3%	-3.0	11%	-2%
NC(=O)c1c(N)sc2c1CCCC2	11	-12%	i	-6	5%	-0.7	-1%	-2%
O=C(NCCc1ccccc1)C1CCCN(c2cnccn2)C1 (configuration not stated)	6	-2%	x	-4	4%	-1.6	8%	-6%
CCCn1c(CC)nc([N+](=O)[O-])c1Sc1ccc(F)cc1	-3	-12%	i	13	2%	2.2	2%	-1%
Cc1ccc(C(=O)N/C(=C\c2cn(S(=O)(=O)N(C)C)c3ccccc23)C(=O)NCCCN2CCOCC2)cc1	7	u	i	-1	-1%	-0.1	3%	-1%
Cc1cc(OCC(=O)Nc2ccc(CN3CCCCC3)cc2)ccc1Cl	-14	-19%	i	-19	0%	-3.9	0%	3%
Cc1cccc(CNC(=O)C2CCC(=O)N(C3CC3)C2)c1 (configuration not stated)	3	i	i	16	9%	-2.3	11%	1%
Cc1[nH]n(-c2ccccc2)c(=O)c1C(=O)c1ccc(Cl)cc1	6	-93%[inhibitor]	i	2	-1%	-0.7	-2%	-1%
CCOc1ccc(CCNC(=O)c2cc(=O)[nH]c3ccc(S(=O)(=O)N(CC)CC)cc23)cc1OCC	-19	11%	i	-20	8%	-2.3	-10%	3%
O=C(Oc1ccc(Br)cc1C(=S)N1CCOCC1)c1ccc([N+](=O)[O-])cc1[N+](=O)[O-]	-18	-36%[inhibitor]	i	u	2%	3.6	11%	2%
Cc1ccc(OC(=O)c2ccccc2P(=O)(O)O)cc1	5	i	i	5	-3%	-2.4	9%	0%
O=C1CC(=O)Nc2cc(S(=O)(=O)Nc3cccc(C(F)(F)F)c3)ccc2N1	1	-5%	i	27	-3%	-0.5	-4%	-1%
O=C1NC[C@H](CC2CCCCC2)N(CC2CCCCC2)C1=O	-7	i	i	2	1%	0.8	-4%	-4%
Cc1ccc(C)c(NC(=O)CSc2nc3nc(-c4cccs4)cc(C(F)(F)F)c3c(=O)[nH]2)c1	7	-41%[inhibitor]	i	-9	-5%	-3.7	-6%	u
Cc1ccccc1NC(=O)Cc1cccc(C(F)(F)F)c1	-4	i	i	-18	-6%	-2.0	19%	-3%
CN(CCC#N)S(=O)(=O)c1ccc2[nH]cc(C(=O)NCCc3ccccc3)c(=O)c2c1	-13	i	i	-23	5%	-3.2	-4%	-8%
O=C(CC(c1ccccc1)c1cc(Cl)ccc1O)N1CCCC1 (configuration not stated)	8	-39%[inhibitor]	i	18	u	0.8	-2%	1%
Cc1ccc(C(=O)OC(C)C(=O)Nc2ccc(Cl)cn2)s1 (configuration not stated)	1	-8%	i	6	-4%	-2.9	17%	1%

By substructure, those above containing four or more nitrogen atoms
SMILES	D3 ag	PTHR1 ag	Akt phos inh	D3 antag	EPAC2 antag	CCT chaperon mod	EPAC2 agonist	Mm-Cpn inhibitor
Cc1nnc2sc(SCC(=O)Nc3cccc(Cl)c3)nn2c1=O	-3	i	i	-18	-6%	-1.0	1%	-1%
COc1ccccc1CNC(=O)CCCn1nc(C)c2c(C)n(-c3ccccc3)nc2c1=O	4	i	i	17	-8%	1.4	-1%	3%
[N-]=[N+]=NC(c1ccccc1)C(NC(=O)c1cc(C(F)(F)F)cc(C(F)(F)F)c1)c1ccccc1 (configuration not stated)	27	-77%[inhibitor]	i	158	40%[activator]	0.7	5%	x
O=C(NCCc1ccccc1)C1CCCN(c2cnccn2)C1 (configuration not stated)	6	-2%	x	-4	4%	-1.6	8%	-6%
Cc1ccc(C(=O)N/C(=C\c2cn(S(=O)(=O)N(C)C)c3ccccc23)C(=O)NCCCN2CCOCC2)cc1	7	u	i	-1	-1%	-0.1	3%	-1%
Cc1ccc(C)c(NC(=O)CSc2nc3nc(-c4cccs4)cc(C(F)(F)F)c3c(=O)[nH]2)c1	7	-41%[inhibitor]	i	-9	-5%	-3.7	-6%	u
CN(CCC#N)S(=O)(=O)c1ccc2[nH]cc(C(=O)NCCc3ccccc3)c(=O)c2c1	-13	i	i	-23	5%	-3.2	-4%	-8%

The listing continues.
SMILES	D3 ag	PTHR1 ag	Akt phos inh	D3 antag	EPAC2 antag	CCT chaperon mod	EPAC2 agonist	Mm-Cpn inhibitor
CCCCn1c(N)c(N(CCOC)C(=O)c2oc3ccc(OCC)cc3c2C)c(=O)[nH]c1=O	2	i	i	-1	6%	-3.0	-3%	-2%
O=C(Cn1cnc2c(nnn2Cc2ccccc2)c1=O)NCC1CCCO1 (configuration not stated)	1	i	i	23	10%	0.6	12%	-4%
Cc1ccccc1CN1CCN(Cc2cc3ccccc3o2)CC1CCO (configuration not stated)	-21	-3%	i	u	-4%	-0.9	6%	2%
Cc1ccc(CSc2nnc(-c3ccccn3)n2C)cc1	5	-5%	i	11	7%	-1.1	8%	0%
CCS(=O)(=O)N1CCN(CC(=O)NC2CCCCC2)CC1	12	i	i	6	13%	0.6	-1%	2%
CCOC(=O)C1CCCN(Cc2nc(Cc3ccccc3Cl)no2)C1 (configuration not stated)	0	-30%[inhibitor]	i	0	0%	-1.2	5%	-5%
CCN(CC)CCCNC(=O)c1cc(Sc2nnc(C)s2)nc2ccccc12	-2	-16%	i	1	6%	0.0	-4%	1%
Cc1ccccc1OCC(=O)OC(C)C(=O)NC1CCCC1 (configuration not stated)	1	i	i	8	-4%	0.3	0%	-3%
O=C(CNc1n[nH]c(=O)[nH]c1=O)N/N=C/c1ccccc1	-1	i	i	1	0%	1.2	0%	1%
COc1ccc(C)cc1NC(=O)C1CC(=O)OC12CCCCC2 (configuration not stated)	0	i	i	-9	-2%	0.7	4%	-1%
COc1cccc(C2C(C#N)=C(N)N(N(C)C)C3=C2C(=O)CCC3)c1 (configuration not stated)	-6	-1%	i	-12	4%	-5.6	15%	2%
CCOc1ccc(/C=N/N2CCN(Cc3ccccc3)CC2)cc1	-6	-16%	i	13	5%	-4.6	12%	2%
CCOC(=O)c1c(NC(=S)Nc2ccc(C)cc2)sc2c1CCC2	4	-14%	i	2	3%	1.6	-9%	-4%
O=C(CSc1ccccc1F)NC(=O)c1ccc(Cl)cc1	0	-12%	i	-3	10%	-1.4	9%	2%
O=C(O)CCC(=O)Nc1ccc(Br)c(Cl)c1	6	i	i	9	-3%	-1.9	0%	1%
CN(CCc1ccccc1)C(=O)c1ccc(NC(=O)Cc2ccc(NC(=O)C3CCN(C(=O)C4CCCC4)CC3)cc2)cc1	0	-84%[inhibitor]	i	-11	0%	-1.6	13%	x
COc1cccc(NS(=O)(=O)c2ccc3c(c2)NC(=O)C(C)S3)c1 (configuration not stated)	3	-31%[inhibitor]	i	10	2%	-1.7	16%	1%
Cc1c(NC(=O)CSc2nnnn2-c2ccc(F)cc2)c(=O)n(-c2ccccc2)n1C	-1	i	i	-2	17%	-0.6	4%	-1%
N/C(CN1CCSCC1)=N\OCc1c(F)cccc1Cl	4	i	i	8	-3%	-3.3	7%	0%
Oc1[nH]c2ccccc2c1N=Nc1ccccc1F	-5	-8%	i	-22	116%[activator]	-3.5	-180%[inhibitor]	0%
CSCc1cc(N(C)C)nc(SCc2ccc(Cl)c(Cl)c2)n1	-1	-13%	i	-3	3%	-0.6	15%	2%
COc1cccc(NC(=O)c2ccccc2)c1	2	-3%	i	13	-3%	0.7	5%	2%
COc1ccc(NC(=O)C2C3C=CC(C3)C2C(=O)NCc2ccco2)cc1 (configuration not stated)	-27	i	i	18	2%	0.7	10%	2%
CC(NCC(=O)Nc1cc(S(=O)(=O)N2CCCCCC2)ccc1Cl)c1ccccc1 (configuration not stated)	-7	-32%[inhibitor]	i	3	-2%	-1.2	19%	-3%
CC(C)(Oc1ccc(Cl)cc1)C(=O)NC1=NN(c2ccccc2)C(=O)C1	1	10%	i	15	-15%	-0.3	0%	0%
SMILES	D3 ag	PTHR1 ag	Akt phos inh	D3 antag	EPAC2 antag	CCT chaperon mod	EPAC2 agonist	Mm-Cpn inhibitor
COCCN(CC(=O)NC1CCCCC1)C(=O)CSc1nc2ccccc2o1	-4	-12%[57.5 µM]	i	5	1%	-1.2	-5%	0%
CCOC(=O)CC1(NC(=O)c2cc(COc3cccc(OC)c3)on2)CCCCC1	0	i	i	54	-9%	-1.4	-1%	0%
COc1ccc(N2CCN(Cc3nnnn3C3CCCCC3)CC2)cc1	-7	i	i	1	-10%	-2.0	0%	0%
COc1cccc(CN2CC(C(=O)NCCCc3ccc(C)cc3)CCC2=O)c1 (configuration not stated)	3	-15%	i	-1	-11%	0.0	1%	1%
O=C(Nc1cccnc1)c1cc2c(s1)-c1ccccc1OC2	-5	-36%[inhibitor]	x	-3	5%	-71*	-3%	-1%
Cc1[nH][nH]c(=O)c1C(c1ccc(F)cc1)c1c(C)[nH][nH]c1=O	10	-24%	i	15	7%	0.9	-1%	0%
